SENP8 inh – SENP8 protease inhibition; inhibition, % at 10 µM; AID 2540; Q96LD8; purified SENP8, Z-RLRGG-aminoluciferin cleavage, luminescence; 330,000 compounds, 1.2% hits
Target sequence (Q96LD8 whole entry, looked up): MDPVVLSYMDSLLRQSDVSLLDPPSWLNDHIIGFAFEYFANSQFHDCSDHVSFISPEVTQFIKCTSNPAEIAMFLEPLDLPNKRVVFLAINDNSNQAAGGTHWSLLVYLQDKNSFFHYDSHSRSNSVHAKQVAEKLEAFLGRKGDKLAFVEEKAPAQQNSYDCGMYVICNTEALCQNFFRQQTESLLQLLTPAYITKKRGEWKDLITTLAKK
CCR6 antag – CCR6 (human) receptor antagonism. CHO-K1 CCR6 PathHunter beta-arrestin, luminescence, CCL20-stimulated. inhibition, % at 20 µM. 340,000 compounds, 0.49% hits;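 active means compounds whose inhibition of the agonist-driven luminescence signal at 20 µM reaches about 50%, limit read from the data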;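 further: cells stimulated with CCL20 at 14 nM final; plate controls were DMSO with CCL20 for no effect and DMSO without agonist for full effect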
Apaf-1 inh – human Apaf-1 inhibition | O14727 | 330,000 compounds, 0.71% hits | AID 489030 | inhibition, % at 20 µM | reconstituted apoptosome caspase-3 activity, DEVD-Rh110 fluorescence; active means inhibition of at least 40% at 20 µM;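 further: plate controls were DMSO wells for no effect and DEVD-CHO caspase inhibitor wells for full effect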
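Material: reconstituted apoptosome with Apaf-1, cytochrome c, caspase-9, procaspase-3, dATP / Buffer or medium: pH 7.5 Hepes buffer with CHAPS, BSA, DTT / Also added: cytochrome c with DEVD-Rh110 / Schedule: compound with Apaf-1, dATP, procaspase-3 30 min, then 50 min reaction, room temperature / Technique: rhodamine 110 fluorescence at Ex 480/Em 540 nm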
Jurkat NFkB inh – lowers PMA/ionomycin-induced NF-kB signal in Jurkat cells; AID 435003; PMA/ionomycin-induced NF-kB luciferase reporter, luminescence; 330,000 compounds, 0.53% hits; inhibition, % at 4 µM
EBI2 block – EBI2 (human) antagonism; P32249; EBI2 beta-arrestin recruitment, luminescence, 7a,25-OHC stimulated; inhibition, % at 5 µM; 360,000 compounds, 0.81% hits; in the data active means inhibition above about 38%;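 further: enzyme fragment complementation signal reports receptor beta-arrestin coupling in cells; 0% = agonist plus DMSO wells and 100% = wells without agonist; some results beyond the cut were filed as inactive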
Target sequence (P32249 whole entry, looked up, the tested form may be a part): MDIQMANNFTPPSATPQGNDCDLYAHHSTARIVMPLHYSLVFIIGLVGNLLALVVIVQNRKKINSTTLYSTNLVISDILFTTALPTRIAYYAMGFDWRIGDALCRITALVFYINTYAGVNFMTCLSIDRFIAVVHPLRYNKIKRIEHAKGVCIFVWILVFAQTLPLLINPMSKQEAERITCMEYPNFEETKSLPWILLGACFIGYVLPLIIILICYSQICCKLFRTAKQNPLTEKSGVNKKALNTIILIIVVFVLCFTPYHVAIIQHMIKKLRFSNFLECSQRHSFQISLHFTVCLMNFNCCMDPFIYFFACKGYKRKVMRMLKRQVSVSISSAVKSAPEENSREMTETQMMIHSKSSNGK
UBC13 inh – inhibitors of human UBC13 polyubiquitin chain formation | P61088 | TR-FRET | inhibition, % at 20 µM | 330,000 compounds, 0.47% hits | AID 485273; in the data active means inhibition above about 45%, passing the limit was not always enough
Target sequence (P61088 whole entry, looked up): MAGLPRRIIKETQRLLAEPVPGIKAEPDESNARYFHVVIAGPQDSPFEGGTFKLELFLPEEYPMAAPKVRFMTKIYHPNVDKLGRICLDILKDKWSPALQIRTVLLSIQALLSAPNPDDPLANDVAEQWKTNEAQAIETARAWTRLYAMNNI
697 NFkB inh – inhibitors of the PMA/ionomycin-induced NF-kB reporter in 697 B cells. 697 B-cell NF-kB luciferase reporter, 16 h. inhibition, % at 4 µM. 330,000 compounds, 0.33% hits; in the data active means inhibition above about 35%
Gli-Sufu block – blocks Gli-Sufu signaling in a luciferase reporter; Sufu-KO-LIGHT fibroblasts, Gli luciferase reporter luminescence; inhibition, % at 5 µM; 340,000 compounds, 0.74% hits;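 active means inhibition above about 55%, limit read from the data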;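 further: 0% = DMSO-treated cells and 100% = wells with medium but no cells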
The depositor's hits bear a star. Unless noted, no stated cut-off is given here; in the data, active means inhibition above about 50%; inactive means the rest. An excerpt (hit frequency here may not be typical).

No.	mol	SENP8 inh	CCR6 antag	Apaf-1 inh	Jurkat NFkB inh	EBI2 block	UBC13 inh	697 NFkB inh	Gli-Sufu block
1	CC(OC(=O)c1ccco1)C(=O)Nc1ncc(Cl)cc1Cl (stereo not given)	0	-2	-4	8	4	-8	16	1
2	O=C(Nc1ccc2nsnc2c1)NC1CCCCC1	-9	6	-1	-106	2	40	-83	-72
3	CCC(C)NC(=O)c1nn(Cc2ccccc2)c(=O)c2ccccc12 (stereo not given)	-9	9	9	0	0	7	8	-10
4	COC(C[C@H](O)[C@H](C)[C@H](O)COCc1ccccc1)OC	4	7	-4	-10	1	-2	19	-15
5	Cc1ccc(S(=O)(=O)Nc2cccc(C(=O)N3CCC(C(N)=O)CC3)c2)cc1	-2	1	3	4	-8	4	6	10
6	CCOc1ccc(C2C(C#N)=C(C)NC3=C2C(=O)c2ccccc23)cc1 (stereo not given)	4	20	25	5	16	-6	3	-2
7	CC1CCCC(C)N1C(=O)COC(=O)c1cc(=O)[nH]c2ccccc12 (stereo not given)	-10	2	2	-14	-11	-6	-21	0
8	Cc1nn(C2CCS(=O)(=O)C2)c(Cl)c1/C=C/C(=O)OCC(=O)c1cc(C)n(-c2ccc(F)cc2)c1C (stereo not given)	-2	5	20	35	24	-1	4	-1
9	COc1ccc(S(=O)(=O)Nc2cccc(S(=O)(=O)NC3=NCCC3)c2)cc1[N+](=O)[O-]	0	2	6	-5	5	-3	2	-3
10	Cc1ccc(S(=O)(=O)N2CCOCC2)cc1C(=O)OCCOc1cccc(Cl)c1	-8	10	16	-5	7	-3	-22	2
11	O=C(Cn1cnc2ccccc2c1=O)OCC(=O)c1ccc2c(c1)OCCO2	-3	-3	1	-11	-9	4	6	-1
12	N#Cc1ccc(C(=O)OCC(=O)Nc2cccc(S(=O)(=O)NC3=NCCC3)c2)cc1	0	1	-12	4	-13	3	7	12
13	O=C1C2C3C=CC(C3)C2C(=O)N1c1ccc(-c2nc3ccccc3c(=O)o2)cc1 (stereo not given)	-35	1	13	-1	3	12	6	-43
14	CCCc1cc(=O)[nH]c(SCC(=O)c2cc(C)n(C)c2C)n1	-5	-4	-8	14	13	2	22	5
15	COc1cc(/C=C(/NC(=O)c2ccccc2)C(=O)Nc2cccc(O)c2)c([N+](=O)[O-])cc1OC	-3	15	-19	18	5	-8	-9	-25
16	COc1ccccc1N1CCN(C(=O)c2ccc(N3CCCC3=O)cc2)CC1	0	7	-4	-1	16	13	14	2
17	COCCNC(=O)c1sc2ncn(CC(=O)Nc3ccc(C)c(Cl)c3)c(=O)c2c1C	-9	19	6	-17	-2	-9	12	-3
18	COc1ccc(N2CCN(C(=O)C3CCN(S(=O)(=O)c4c(C)noc4/C=C/N(C)C)CC3)CC2)cc1	-3	7	7	-13	7	-8	0	16
19	O=C(c1ccco1)N1CCN(C(=O)c2ccc(COc3ccc(F)cc3)o2)CC1	5	-2	5	-4	11	-4	-3	4
20	Cc1ccc(S(=O)(=O)Oc2ccc(C3C4=C(CCCC4=O)OC4=C3C(=O)CCC4)cc2)cc1	0	15	24	0	13	-8	-10	1
21	CN(C(=O)c1cc(-c2ccccc2)on1)C1CCCCC1	-16	11	22	-134	10	-2	-184	-106
22	COc1cc(-c2noc(C)c2C(=O)NCCO)cc(OC)c1OC	-9	2	9	2	5	10	7	25
23	CCCCn1c(N)c(N(CC(C)C)C(=O)c2ccc(Br)s2)c(=O)[nH]c1=O	-8	2	8	-2	-7	-8	-24	19
24	CCNc1nc(NCC)n2c(SCC(=O)c3ccc(C(C)C)cc3)nnc2n1	-8	2	1	5	-2	-10	-6	19
25	CC1Cc2nc(SCC(=O)N3CCCc4ccccc43)n(C)c(=O)c2S1 (stereo not given)	-10	14	4	12	2	-1	8	9

Arranged by number of heavy atoms (rising): some entries from above.
No.	mol	SENP8 inh	CCR6 antag	Apaf-1 inh	Jurkat NFkB inh	EBI2 block	UBC13 inh	697 NFkB inh	Gli-Sufu block
2	O=C(Nc1ccc2nsnc2c1)NC1CCCCC1	-9	6	-1	-106	2	40	-83	-72
24	CCNc1nc(NCC)n2c(SCC(=O)c3ccc(C(C)C)cc3)nnc2n1	-8	2	1	5	-2	-10	-6	19
9	COc1ccc(S(=O)(=O)Nc2cccc(S(=O)(=O)NC3=NCCC3)c2)cc1[N+](=O)[O-]	0	2	6	-5	5	-3	2	-3
18	COc1ccc(N2CCN(C(=O)C3CCN(S(=O)(=O)c4c(C)noc4/C=C/N(C)C)CC3)CC2)cc1	-3	7	7	-13	7	-8	0	16

Whole records as entered above. Values in the order: SENP8 inh, CCR6 antag, Apaf-1 inh, Jurkat NFkB inh, EBI2 block, UBC13 inh, 697 NFkB inh, Gli-Sufu block
Cc1ccc(S(=O)(=O)Oc2ccc(C3C4=C(CCCC4=O)OC4=C3C(=O)CCC4)cc2)cc1 reads 0, 15, 24, 0, 13, -8, -10, 1
COc1cc(-c2noc(C)c2C(=O)NCCO)cc(OC)c1OC reads -9, 2, 9, 2, 5, 10, 7, 25
O=C1C2C3C=CC(C3)C2C(=O)N1c1ccc(-c2nc3ccccc3c(=O)o2)cc1 (stereo not given) reads -35, 1, 13, -1, 3, 12, 6, -43

Next part.
No.	mol	SENP8 inh	CCR6 antag	Apaf-1 inh	Jurkat NFkB inh	EBI2 block	UBC13 inh	697 NFkB inh	Gli-Sufu block
26	O=C1Nc2cccnc2Sc2ccccc21	2	-3	-19	2	-14	6	-2	1
27	O=C(N/N=C/c1ccsc1)c1cc(O)cc(O)c1	-19	6	-4	3	-1	-1	-17	-6
28	C=CCn1c(O)c(C(CC)=NCCN2CCOCC2)c(=O)[nH]c1=O	-3	1	-4	-4	8	4	7	-6
29	O=C(Nc1ccc(OC(F)(F)F)cc1)c1[nH]ncc1[N+](=O)[O-]	56*	6	4	-2	-15	-10	-6	-42
30	CN(C)C(CNC(=O)CCc1c[nH]c2ccccc12)c1ccccc1 (stereo not given)	-14	5	0	11	10	-7	11	17
31	CC1CN(C(=O)COC(=O)c2ccc(O)cc2)CC(C)O1 (stereo not given)	-13	17	-1	-2	-5	-2	6	-7
32	O=C(NN=C1CCN(Cc2ccccc2)CC1)c1cc2ccccc2cc1O	4	0	23	4	8	-13	-1	-6
33	O=c1[nH]nc(SCc2ccccc2)n1C1CC2C=CC1C2 (stereo not given)	1	11	0	3	7	5	-20	2
34	CC(=O)Nc1ccc(NC(=O)CS(=O)(=O)c2cn(CC(=O)N3CCC(C)CC3)c3ccccc23)cc1	2	-18	4	-11	1	-10	15	2
35	OC(COc1ccc2ccccc2c1Br)Cn1ccnc1 (stereo not given)	-1	-7	14	-2	2	16	-11	-11
36	CC(=O)NCCC(=O)Nc1sc2c(c1-c1nc3ccccc3[nH]1)CCCC2	1	20	-3	-14	8	10	0	-1
37	COc1cccc2sc(N(CCCN(C)C)C(=O)COc3ccc(Cl)cc3)nc12	-5	11	21	-2	0	21	10	6
38	O=C(O)Cn1c(SCCOc2ccccc2F)nc2ccccc21	-12	-4	-4	-13	-2	-12	-8	-4
39	COc1ccccc1/C=C(/C(=O)OCC(=O)Nc1ccc(N(C)C)cc1)c1ccccc1	1	-8	13	3	6	0	2	-7
40	C[C@H](NC(=O)c1nc[nH]c1C(=O)NCC(=O)OC(C)(C)C)C(=O)OCc1ccccc1	-15	-2	4	-7	-13	1	19	-7
41	O=[N+]([O-])c1ccc(/C=[N+](\[O-])CCO)o1	5	-10	7	-16	-13	-8	4	-18
42	Cc1cccc(NC(=O)c2ccc3[nH]c(=O)c(=O)[nH]c3c2)n1	-4	-3	-8	10	-10	9	-1	-6
43	Cc1ccc(/C=N/NC(=O)Cc2cccs2)o1	3	7	2	1	-8	3	8	-5
44	O=C(NCc1ccco1)C1CCCN(S(=O)(=O)c2cccc3cccnc23)C1 (stereo not given)	-6	-2	-1	0	3	-2	10	1
45	Cc1cccc(-c2nc(S(=O)(=O)c3ccccc3)c(N3CCOCC3)o2)c1	4	15	7	12	-1	-2	8	1
46	CCOC(=O)N1CCC(NC(=O)CN2C(=O)CSc3ncccc32)CC1	2	-5	63*	6	-12	4	3	0
47	O=C(c1ccccc1)N1CCCCCC1	-5	15	6	-31	-5	1	-14	5
48	CCOC(=O)c1c(C(C)(C)C)oc2ccc(O)cc12	6	6	16	-14	0	55*	8	12
49	CC1CCCCN1CCNC(=O)C1CCN(S(=O)(=O)N2CCCCC2)CC1 (stereo not given)	3	4	-9	-38	-3	7	-33	-1
50	Cc1ccc(CCNC(=O)CNS(=O)(=O)c2ccc3nc(C)sc3c2)cc1	-11	11	11	2	9	0	-1	16
51	COc1ccccc1C(=O)N/C(=C\c1ccccc1)C(=O)NC(Cc1ccccc1)C(=O)O (stereo not given)	-3	12	5	14	-1	3	9	-19
52	CC(C)C[C@H](NC(=O)c1nc[nH]c1C(=O)N1CCc2ccccc2C1)C(=O)OC(C)(C)C	3	1	15	19	-4	-8	20	0
53	Cc1ccc(S(=O)(=O)N2CCCOC2CNC(=O)C(=O)NCCCn2ccnc2)cc1 (stereo not given)	-3	0	9	-13	-5	0	21	-2
54	Cc1ccccc1OCC(=O)NCCc1nc2ccccc2[nH]1	-3	0	-1	-7	-8	-6	6	3
55	CC1CCc2cc(F)ccc2N1C(=O)CSc1nnc2c3cc(F)ccc3n(C)c2n1 (stereo not given)	0	11	9	4	-9	8	13	18
56	CCOC(=O)c1cnc2c(C)c(Cl)ccc2c1N1CCOCC1	-4	5	20	-2	3	-1	-28	5
57	CC(C)n1cc(/C=C2/NC(=O)NC2=O)c2ccccc21	6	5	13	-19	-8	-5	-12	-14
58	Cc1cc(C)n(C(=O)/C(C#N)=N/Nc2cc(Cl)cc(Cl)c2)n1	-21	19	11	-3	-4	-31	-44	6
59	Cc1[nH]c2ccc(C(=O)OC(C)C(=O)N(C)c3ccccc3)cc2c1C (stereo not given)	9	13	22	-12	17	1	-16	6
60	O=C1CC(N2CCN(C/C=C/c3ccccc3)CC2)C(=O)N1Cc1ccc(N2CCCC2=O)cc1 (stereo not given)	-2	5	0	16	9	4	-2	8
61	Cc1ccccc1S(=O)(=O)c1c(C)cc(-c2ccccc2)[nH]c1=O	0	-6	7	2	6	5	7	1
62	Clc1ccc(CNC23CN4CN(CN(C4)C2)C3)c(Cl)c1	2	-3	4	5	-12	7	25	0
63	O=C(C1CCC(N2C(=O)C3CC=CCC3C2=O)CC1)N1CCCCC1 (stereo not given)	-5	5	-11	1	2	2	-1	3
64	COc1cc(OC)c(N(C)S(=O)(=O)c2cccc(C(=O)Nc3nc(C)cs3)c2)cc1Cl	2	10	0	15	5	4	10	6

7 compounds from above, ordered by the number in CCR6 antag, descending.
entry | SMILES | CCR6 antag | Jurkat NFkB inh | EBI2 block | UBC13 inh | 697 NFkB inh
58 | Cc1cc(C)n(C(=O)/C(C#N)=N/Nc2cc(Cl)cc(Cl)c2)n1 | 19 | -3 | -4 | -31 | -44
64 | COc1cc(OC)c(N(C)S(=O)(=O)c2cccc(C(=O)Nc3nc(C)cs3)c2)cc1Cl | 10 | 15 | 5 | 4 | 10
63 | O=C(C1CCC(N2C(=O)C3CC=CCC3C2=O)CC1)N1CCCCC1 (stereo not given) | 5 | 1 | 2 | 2 | -1
52 | CC(C)C[C@H](NC(=O)c1nc[nH]c1C(=O)N1CCc2ccccc2C1)C(=O)OC(C)(C)C | 1 | 19 | -4 | -8 | 20
54 | Cc1ccccc1OCC(=O)NCCc1nc2ccccc2[nH]1 | 0 | -7 | -8 | -6 | 6
62 | Clc1ccc(CNC23CN4CN(CN(C4)C2)C3)c(Cl)c1 | -3 | 5 | -12 | 7 | 25
61 | Cc1ccccc1S(=O)(=O)c1c(C)cc(-c2ccccc2)[nH]c1=O | -6 | 2 | 6 | 5 | 7

Two of these compounds in a different format.
Values run as follows: SENP8 inh	CCR6 antag	Apaf-1 inh	Jurkat NFkB inh	EBI2 block	UBC13 inh	697 NFkB inh	Gli-Sufu block
64: COc1cc(OC)c(N(C)S(=O)(=O)c2cccc(C(=O)Nc3nc(C)cs3)c2)cc1Cl
  2	10	0	15	5	4	10	6
55: CC1CCc2cc(F)ccc2N1C(=O)CSc1nnc2c3cc(F)ccc3n(C)c2n1 (stereo not given)
  0	11	9	4	-9	8	13	18

High-throughput results as filed in PubChem.
